TrxR1 inh: rat TrxR1 inhibition; 390,000 compounds, 1% hits; O89049; Potency, µM (highest dose often 114 µM), for the others: at the top dose activity change, negative = inhibition, hits mostly inhibitors; recombinant rTrxR1, NADPH fluorescence consumption, selenite substrate; further: potency means the concentration at half of the fitted maximal effect; on the % scale 0 is the no-effect control and ±100 the full control effect; nearly all actives have a fitted effect of over 65% in size
Target sequence (O89049 whole entry, looked up): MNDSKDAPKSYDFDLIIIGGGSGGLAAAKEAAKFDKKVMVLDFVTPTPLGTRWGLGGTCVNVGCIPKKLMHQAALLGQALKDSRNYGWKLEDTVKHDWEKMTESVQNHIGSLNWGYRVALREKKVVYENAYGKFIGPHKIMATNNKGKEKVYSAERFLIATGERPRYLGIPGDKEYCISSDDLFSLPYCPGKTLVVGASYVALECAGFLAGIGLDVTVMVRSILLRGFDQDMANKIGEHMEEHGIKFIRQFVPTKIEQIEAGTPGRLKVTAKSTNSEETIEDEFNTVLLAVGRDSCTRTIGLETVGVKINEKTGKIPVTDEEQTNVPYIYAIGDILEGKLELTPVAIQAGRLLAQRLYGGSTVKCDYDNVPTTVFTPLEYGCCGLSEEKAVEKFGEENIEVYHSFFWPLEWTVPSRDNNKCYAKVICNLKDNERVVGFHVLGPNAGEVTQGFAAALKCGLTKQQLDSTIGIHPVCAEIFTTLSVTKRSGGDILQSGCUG
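Rat TrxR1 (90 nM in the dispensed reagent) was pre-reduced with 400 uM NADPH for 5 min at room temperature, then incubated with compound for 15 min. After 400 uM selenite was added, NADPH fluorescence (Ex 340/Em 450 nm) was followed for 8 min.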
HP1b chromo inh: blocks HP1-beta chromodomain binding to methylated histone tails; Potency, µM (doses to about 114 µM), without a hit: top-dose activity change, negative = inhibition, usual class: inhibitors; 390,000 compounds, 0.56% hits; P83916; AlphaScreen HP1-beta / biotin-H3K9me3 peptide binding; further: potency means the concentration at half of the fitted maximal effect; nearly all actives have a fitted effect of over 70% in size; inactives centre near 23
Target sequence (P83916 whole entry, looked up): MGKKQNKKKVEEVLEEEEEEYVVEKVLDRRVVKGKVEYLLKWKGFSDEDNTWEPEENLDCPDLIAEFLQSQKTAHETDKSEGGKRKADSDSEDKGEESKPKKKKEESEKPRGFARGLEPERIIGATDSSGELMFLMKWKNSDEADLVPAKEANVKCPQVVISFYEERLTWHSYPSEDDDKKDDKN
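HP1-beta protein (50 nM final) preincubated 30 min at room temperature with biotinylated H3(1-18)K9me3 peptide (50 nM) in PBS pH 7.4, 0.01% Tween-20, then compound added for 30 min. AlphaScreen streptavidin donor/nickel chelate acceptor beads (10 ug/mL final), 30 min dark, luminescence read.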
USP1-UAF1 inh: blocks the human USP1/UAF1 deubiquitinase complex; O94782; recombinant USP1/UAF1, Ub-Rhodamine cleavage fluorescence; Potency, µM (highest dose often 57.1 µM), without a hit: at the top dose activity change, negative = inhibition, usual class: inhibitors; 390,000 compounds, 0.23% hits; AID 743255; further: potency means the concentration at half of the fitted maximal effect; on the % scale 0 is the no-effect control and ±100 the full control effect; nearly all actives have a fitted effect of over 60% in size; inactives centre near -12
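High-throughput fluorogenic screen: 1nM USP1/UAF1 complex, Ub-Rho substrate 150nM final, 50mM HEPES pH 7.8 with 0.5mM EDTA, 0.1 mg/ml BSA, 1mM TCEP and 0.01% Tween-20.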
Tb PGK inh: inhibitors of T. brucei phosphoglycerate kinase; P07378; PGK/GAPDH coupled, Kinase-Glo luminescence, 60 min; Potency, µM (doses to about 57.5 µM), for the others: at the highest dose activity change, negative = inhibition, most hits filed as inhibitors; 380,000 compounds, 0.043% hits; further: potency means the concentration at half of the fitted maximal effect; on the % scale 0 is the no-effect control and ±100 the full control effect; nearly all actives have a fitted effect of over 60% in size
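Luminescent ATP detection (Kinase-Glo Plus) follows a 60-minute room-temperature incubation, with wells lacking PGK as controls. Buffer: 100 mM TEA (pH 7.6), 5 mM MgCl2, 0.01% Tween-20. Coupling enzyme GAPDH (100 nM final) supplies unstable 1,3-BPG in-well.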
GLS inhibitor: blocks human kidney-isoform glutaminase activity | O94925 | GLS enzymatic activity, qHTS titration | Potency, µM (highest dose often 45.5 µM), inactives show at the highest dose activity change, negative = inhibition, hits mostly inhibitors | 410,000 compounds, 0.21% hits | AID 624170; further: potency means the concentration at half of the fitted maximal effect; on the % scale 0 is the no-effect control and ±100 the full control effect
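Compounds were pin-transferred onto hKGA, after which L-glutamine (1 mM solution) and a detection mix of glutamate oxidase, HRP and Amplex Red were added. Initial and 30 min RT fluorescence reads were collected.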
TrxR1 substrate: is turned over as a substrate by rat TrxR1; O89049; purified TrxR1 substrate turnover, NADPH consumption readout; Potency, µM (highest dose often 114 µM), inactives show at the top dose activity change, negative = substrate turnover; 390,000 compounds, 0.01% hits; AID 588456; further: potency means the concentration at half of the fitted maximal effect; on the % scale 0 is the no-effect control and ±100 the full control effect; nearly all actives have a fitted effect of over 50% in size
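Rat TrxR1, dispensed at 90 nM, was prereduced with 400 uM NADPH (final) for 5 min at ~22 deg C, then incubated with compound 15 min before 400 uM selenite. A first-read NADPH fluorescence drop versus no-compound background flagged substrates.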
PI4K2A inh: inhibitors of human PI4K2A; purified PI4K2A, ADP-Glo luminescence, 1 h; active compounds read low; activity change, negative = inhibition, % at 76.9 µM; 420,000 compounds, 0.13% hits; AID 1346378; in the data active means activity change below about -50%; inconclusive means mostly about -30% to -49%;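 further: -100% = wells without enzyme as full effect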
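In this quantitative HTS, ADP production by PI4K2A was quantified luminescently after 1 h at ambient temperature; 100 microM adenosine served as plate-quality control.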
mIDH1 inhibitor: blocks human mutant IDH1 R132H enzyme. O75874. IDH1-R132H enzyme, NADPH consumption, diaphorase/resazurin fluorescence. Potency, µM (titrated, usually from 76.6 µM), for inactives: at the highest dose activity change, negative = inhibition, most hits filed as inhibitors. 390,000 compounds, 0.093% hits. AID 602179; further: potency means the concentration at half of the fitted maximal effect; on the % scale 0 is the no-effect control and ±100 the full control effect; nearly all actives have a fitted effect of over 65% in size
Target sequence (O75874 whole entry R132H, stated change not applied): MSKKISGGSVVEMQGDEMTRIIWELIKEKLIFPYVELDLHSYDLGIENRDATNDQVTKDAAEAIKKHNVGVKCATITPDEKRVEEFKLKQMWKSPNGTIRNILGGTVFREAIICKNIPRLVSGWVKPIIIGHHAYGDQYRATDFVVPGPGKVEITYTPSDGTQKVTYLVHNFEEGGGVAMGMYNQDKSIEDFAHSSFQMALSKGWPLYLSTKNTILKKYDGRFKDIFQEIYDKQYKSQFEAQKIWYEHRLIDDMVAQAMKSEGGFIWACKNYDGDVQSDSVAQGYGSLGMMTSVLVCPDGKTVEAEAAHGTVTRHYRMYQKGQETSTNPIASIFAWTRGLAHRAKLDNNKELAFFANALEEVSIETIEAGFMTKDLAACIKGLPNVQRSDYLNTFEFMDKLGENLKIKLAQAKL
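IDH1-R132H (0.5 ug/mL dispensed) in pH 7.5 Tris buffer was preincubated 30 min with compound, then given a substrate mix of 0.016 mM NADPH and 2 mM alpha-KG for 80 min at room temperature; remaining NADPH was read by diaphorase/resazurin fluorescence.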
Pin1 inhibitor: blocks the human prolyl isomerase Pin1; Pin1 FP peptide displacement, HiFluor488, 10 min; Potency, µM (series often up to 115 µM), for inactives: at the top dose activity, negative = inhibition, hits mostly inhibitors; 390,000 compounds, 0.009% hits; active means well fitted inhibition curve with a large enough effect in the polarisation, with a control signal flat, not every such curve was filed as active; inconclusive means small, poorly fitted or top-dose-only effect, or effect the other way, or a change in a side signal; inactive means no such curve, though single readings can be large or run the other way; the % refers to the polarisation; further: potency means the concentration at half of the fitted maximal effect; on the % scale 0 is the no-effect control and ±100 the full control effect
* marks the source's active call; other numbers are inactive results; i = inactive; ? = inconclusive; · = no result given; & = joins results of further samples; [ ] = remark or other dose. Unless noted, the call rests on the fitted dose curve; in most records, active means well fitted curve in the direction sought with a large enough effect; inconclusive means small, poorly fitted or top-dose-only effect, or another doubt; inactive means no such curve, though single readings can be large; an effect the other way counts as inactive or inconclusive. Only part of the results is shown; rates above refer to the full screens.

Each structure is followed by: mIDH1 inhibitor	GLS inhibitor	Tb PGK inh	TrxR1 inh	Pin1 inhibitor	PI4K2A inh	HP1b chromo inh	USP1-UAF1 inh	TrxR1 substrate
1. CCN1C(=O)/C(=C/c2ccc(N(CC)CC)cc2OC)C(=O)NC1=S
→ 15%	0%	-6%	?	?	-8	7%	-14%	-3%
2. Cc1ccccc1CC(=O)N(CCN(C)C)CC1CCCN(Cc2ccccc2F)C1 (stereo not drawn)
→ 2%	2%	-1%	4%[57.1 µM]	-5%	-19	31%	4%	-4%
3. O=C(NC1CCCCC1)N1C[C@H]2C[C@@H](C1)c1cccc(=O)n1C2
→ -12%	5%	10%	2%	-4%	7	45%[activator]	-13%	-2%
4. CN/C=C(/Cl)P(=O)(OC(C)C)OC(C)C
→ 13%	4%	-5%	22%[57.1 µM]	-6%	-4	8%	7%	-7%
5. CC(=O)c1ccc2c(c1)C1C(Cl)C(Sc3ccccc3[N+](=O)[O-])CC1C(c1ccccc1)N2 (stereo not drawn)
→ -1%	-8%	-10%	-23%	?	?	-23%	-15%	0%
6. COC(=O)C1=C(c2ccccc2)C[C@@H]2CC[C@H]1N2C(=O)NC(C)C
→ 18%	-1%	-5%	16%[57.1 µM]	-1%	-1	21%	10%	5%[57.1 µM]
7. NCCCN1CCN(c2ccccc2)CC1
→ -8%	0%	i	10%	-6%	2	-27%	0%	2%
8. CC(C)c1ccc(N2C(=O)NC(=O)/C(=C/C=C/c3ccco3)C2=O)cc1
→ -8%	4%	7%	?	?	-28	-6%	-15%	-7%
9. Cc1cc(OCC(=O)NC2CCS(=O)(=O)C2)c2c3c(c(=O)oc2c1)CCC3 (stereo not drawn)
→ 3%	-6%	6%	-2%	-2%	2	31%	-16%	238%[activator]
10. CN1C(=O)C(=Cc2ccc(OCC(=O)Nc3ccccc3)cc2)C(=O)N(C)C1=O
→ -10%	16%	0%	?	-1%	-25	30%	0%	-11%

Each structure is followed by: mIDH1 inhibitor	GLS inhibitor	Tb PGK inh	TrxR1 inh	Pin1 inhibitor	PI4K2A inh	HP1b chromo inh	USP1-UAF1 inh	TrxR1 substrate
11. Cc1cccc(CN(C)C)c1OC(=O)N(C)C
→ -2%	2%	-6%	16%	2%	-2	39%[activator]	-16%	8%
12. COc1ccc(-c2nn(CCC#N)cc2C(=O)Nc2ccc(C(C)=O)cc2)cc1[N+](=O)[O-]
→ -3%	-13%	-6%	-1%	-6%	6	20%	-20%	-8%
13. O=C1CN=C(c2ccccc2Cl)c2cc(Br)ccc2N1
→ 10%	12%	-9%	9%	-4%	1	19%	-23%	7%
14. CC1=C(C(=O)OC(C)C)[C@]2(C(=O)N(CC(N)=O)c3ccccc32)C(C#N)=C(N)O1
→ 2%	-14%	-1%	?	7%	6	41%[activator]	-12%	-16%
15. N=c1ccccn1Cc1ccccc1
→ 0%	12%	-6%	7%	-2%	1	40%[activator]	3%	7%
16. CCC(=O)CC(c1ccc([N+](=O)[O-])cc1)c1c(O)c2ccccc2oc1=O (stereo not drawn)
→ 13%	14%	-1%	-15%[57.1 µM]	-2%	-4	28%	-6%	0%[57.1 µM]
17. COc1ccc(C2=NCC(=S)Nc3ccc(Cl)cc32)cc1Cl
→ 6%	-3%	-1%	-22%	0%	-2	31%	-15%	-16%
18. CC(=O)N1CCN(c2ccc(N=Cc3c(O)n(Cc4ccccc4)c(=O)[nH]c3=O)cc2)CC1
→ -4%	19%	-3%	-14%	?	-17	21%	-1%	-9%
19. N#CC(CCN1CCOCC1)(c1ccccc1)c1ccccc1
→ 3%	13%	-9%	17%	-3%	1	14%	-1%	-6%
20. CCn1c(O)c(/C(C)=N/N2CCCCC2c2cccnc2)c(=O)[nH]c1=S (stereo not drawn)
→ 3%	4%	i	-22%	?	5	25%	-6%	-13%

Each structure is followed by: mIDH1 inhibitor	GLS inhibitor	Tb PGK inh	TrxR1 inh	Pin1 inhibitor	PI4K2A inh	HP1b chromo inh	USP1-UAF1 inh	TrxR1 substrate
21. CCOC(=O)C1CCCN(c2ccc([N+](=O)[O-])c3nonc23)C1 (stereo not drawn)
→ -16%	14%	3%	-6%	?	1	22%	25µM*	-6%
22. COc1ccc(F)cc1CN1CCN(C(=O)CCC(=O)Nc2nnc(CC(C)C)s2)CC1
→ 3%	9%	2%	15%	-2%	-5	40%[activator]	-2%	-3%
23. COC(=O)C1=C(c2c(C)noc2C)C[C@@H]2CC[C@H]1N2C(=O)N1CCC(O)(c2ccc(Cl)cc2)CC1
→ 5%	2%	-1%	24%	-3%	1	50%[activator]	-22%	9%
24. COc1ccccc1-n1c(O)c(/C=N/NC(=S)Nc2ccccc2)c(=O)[nH]c1=S
→ 1%	26%	0%	10µM*	59%[activator]	-5	40%[activator]	-2%	2%
25. COc1cc(CN2CCN(c3cc(C)ccc3C)CC2)ccc1O
→ 7%	14%	-11%	21%	-7%	-4	9%	-12%	2%
26. Cc1cc(=O)oc2c(C)c(OCC(=O)N3CCN(Cc4ccc5c(c4)OCO5)CC3)ccc12
→ -5%	1%	-6%	6%	5%	3	43%[activator]	-7%	16%
27. CCN1C[C@@]2(COC)C3[C@@H](OC)[C@H]4[C@@H]1[C@@]3(C1C[C@H]3[C@H](O)C1[C@]4(O)C[C@H]3OC)[C@@H](OC)C[C@H]2O (stereo partly drawn)
→ -5%	10%	9%	9%	-1%	3	7%	6%	4%
28. OC(CN1CCC(c2c[nH]c3ccccc23)CC1)C(F)(F)F (stereo not drawn)
→ 2%	-5%	i	14%	-2%	2	27%	-23%	-3%
29. COc1c2c(cc3c1OCO3)CCN(C)C2
→ -7%	-5%	-3%	12%	5%	-1&4	20%	-16%	6%
30. C[N+]1(C)C2CCC1CC(OC(=O)c1ccco1)C2 (stereo not drawn)
→ -5%	-6%	-6%	13%	0%	-1	32%	-9%	6%

Each structure is followed by: mIDH1 inhibitor	GLS inhibitor	Tb PGK inh	TrxR1 inh	Pin1 inhibitor	PI4K2A inh	HP1b chromo inh	USP1-UAF1 inh	TrxR1 substrate
31. CC(=O)c1ccc2c(c1)C1C(Cl)C(Sc3ccccc3[N+](=O)[O-])CC1C(C(=O)O)N2 (stereo not drawn)
→ ?	-4%	?	?	?	-20	?	-23%	-18%
32. Cc1ccc(Cn2nnnc2CN2CCC(n3nnc4cc(C)ccc43)CC2)cc1
→ 11%	9%	-6%	-34%[57.1 µM]	21%	3	24%	-13%	18%[57.1 µM]
33. C=CCn1c(O)c(C(C)=NCCN2CCCCC2)c(=O)[nH]c1=O
→ 5%	-5%	2%	4%	-3%	2	26%	-13%	13%
34. C=CCn1c(O)c(C(C)=Nc2ccc(C(=O)O)cc2)c(=O)[nH]c1=O
→ -9%	9%	1%	-6%	1%	-3	1%	-4%	-4%
35. O=P1(Oc2ccccc2)CC=C[C@H](COCc2ccccc2)O1 (stereo partly drawn)
→ -8%	0%	-2%	-14%[57.1 µM]	1%	-1	42%[activator]	4%	-6%[57.1 µM]
36. c1ccc2c(c1)OCC(C1=NCCN1)O2 (stereo not drawn)
→ 7%	-7%&16%	i	?	0%	1&4&-7	41%[activator]	-25%	11%[57.1 µM]
37. O=C(O)c1ccccc1-c1ccc(C=C2C(=O)N(c3ccccc3)C(=S)N(c3ccccc3)C2=O)o1
→ -3%	8.9µM*	-7%	8.9µM*	?	-15	-17%	-26%	1%
38. COC(=O)C1=CO[C@@H](C)[C@@H]2CN(CCc3c[nH]c4ccccc34)CC[C@H]12
→ 1%	10%	-2%	4%[57.1 µM]	4%	-2	-4%	-9%	9%[57.1 µM]
39. O=c1c2ccccc2nc(CSc2ncnc3nc[nH]c23)n1-c1ccccc1Cl
→ 14%	2%	-2%	-10%[57.1 µM]	1%	-1	15%	2%	-10%
40. C[C@H]1CN([C@@H](C)CO)C(=O)CCCn2nncc2CO[C@H]1CN(C)C(=O)Oc1ccccc1
→ 0%	-5%	-12%	·	·	-1	·	-16%	·
41. C[C@H]1[C@H](OC(=O)CCC(=O)NCc2ccc(C(=O)O)cc2)O[C@@H]2O[C@@]3(C)CC[C@H]4[C@H](C)CC[C@@H]1C24OO3
→ 0%	2%	3%	-9%	-4%	1	20%	-8%	-10%
42. O=C1N(c2ccc(Cl)cc2)C(c2cccnc2)N2CCCN12 (stereo not drawn)
→ -3%	13%	11%	20%	-7%	-2	25%	-17%	6%
43. N#Cc1cc(F)c(N2CCNCC2)cc1Cl
→ 5%	8%	-6%	-11%	0%	0	33%[activator]	-5%	-7%

Four records picked at random from those above:
Each structure is followed by: mIDH1 inhibitor	GLS inhibitor	Tb PGK inh	TrxR1 inh	Pin1 inhibitor	PI4K2A inh	HP1b chromo inh	USP1-UAF1 inh	TrxR1 substrate
40. C[C@H]1CN([C@@H](C)CO)C(=O)CCCn2nncc2CO[C@H]1CN(C)C(=O)Oc1ccccc1
→ 0%	-5%	-12%	·	·	-1	·	-16%	·
35. O=P1(Oc2ccccc2)CC=C[C@H](COCc2ccccc2)O1 (stereo partly drawn)
→ -8%	0%	-2%	-14%[57.1 µM]	1%	-1	42%[activator]	4%	-6%[57.1 µM]
42. O=C1N(c2ccc(Cl)cc2)C(c2cccnc2)N2CCCN12 (stereo not drawn)
→ -3%	13%	11%	20%	-7%	-2	25%	-17%	6%
34. C=CCn1c(O)c(C(C)=Nc2ccc(C(=O)O)cc2)c(=O)[nH]c1=O
→ -9%	9%	1%	-6%	1%	-3	1%	-4%	-4%
